DUSP3 inh: inhibitors of human VHR1 phosphatase (DUSP3); recombinant VHR phosphatase, colorimetric substrate read-out; P51452; 0.7% of 50,000 active; inhibition, % at 20 µM; in the data active means inhibition above about 60%; further: some results filed as inactive read as strong as hits
Target sequence (P51452 whole entry, looked up): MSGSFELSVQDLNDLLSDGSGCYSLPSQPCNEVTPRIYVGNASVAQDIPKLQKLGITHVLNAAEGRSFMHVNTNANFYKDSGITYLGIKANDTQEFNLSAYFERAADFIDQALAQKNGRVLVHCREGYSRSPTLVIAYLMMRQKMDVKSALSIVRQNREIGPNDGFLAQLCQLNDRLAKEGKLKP
Active calls of the source: *. The list is partial; the hit share may differ from the screen's.

SMILES	DUSP3 inh
CCOC(=O)c1ccc(-n2c(C)cc(/C=N/n3cnnc3)c2C)cc1	-15
Cc1cc(Br)ccc1N1C(=O)c2ccc(S(=O)(=O)c3ccc(C(=O)O)cc3)cc2C1=O	10
Cc1nnc(SCC(=O)N2c3ccccc3-c3c(ssc3=S)C2(C)C)s1	4
CCOC(=O)C1=C(O)CSC1=Nc1ccc([N+](=O)[O-])cc1	-16
N#CC1=C(N)Oc2n[nH]c(-c3ccccc3)c2C1C1CCCCC1 (stereo unspecified)	-6
CCOC(=O)c1c(C)[nH]c(=S)c(C#N)c1-c1ccccc1	-3
Cc1ccc(OCC(=O)Nc2ccccc2CO)cc1	0
CC(C)c1ccc(NC(=O)CN(c2ccc(Oc3ccccc3)cc2)S(C)(=O)=O)cc1	-26
CC(=O)c1cccc(NC(=O)/C(=C\c2cccnc2)NC(=O)c2ccc(C)cc2)c1	-10
CC(=O)Nc1ccc(S(=O)(=O)Nc2cccc(-c3nc4ccccc4o3)c2)cc1	4
CCOc1ccc(NS(=O)(=O)c2cc(-c3nnnn3C)ccc2OC)cc1	-19
COc1ccc(S(=O)(=O)Nc2ccc(C(N)=O)cc2)cc1	-7
CCN(CC)CCCCCOc1ccc(OC)cc1	-1
NS(=O)(=O)c1cccc(NC(=O)c2ccc(-c3cccc(Cl)c3)o2)c1	-1
Cn1c(=O)c2c(nc(NCCOCCO)n2C)n(C)c1=O	-3
CCCCc1c(C)nc(N/N=C/c2ccc(OC)cc2OC)[nH]c1=O	-25
O=C(COc1ccc2ccccc2c1)N1CCN(Cc2ccc([N+](=O)[O-])cc2)CC1	5
CCOC(=O)c1sc(NC(=O)COc2c(C)cccc2C)c(C(=O)OCC)c1C	8
COc1ccc(/C=C/C(=O)Nc2nc(C)c(C)s2)cc1OC	-17
Cc1ccc(N(Cc2ccc(C(=O)Nc3cccc(Br)c3)cc2)S(C)(=O)=O)cc1C	0
Nc1nonc1C(=O)N/N=C/c1cc(Cl)cc(Cl)c1O	-11
Cc1cc(Cl)ccc1OCCCC(=O)Nc1cc(Cl)ccc1Cl	-9
CCOc1ccc(C=Nc2cccc3ncccc23)cc1	-11
COC(=O)c1cc(NC(C)=O)c(C)c(NC(C)=O)c1[N+](=O)[O-]	-32
Cc1nc2ccccc2c2nc3ccccc3n12	-4
CN1CCN(C(=O)CCN2C(=O)c3cccc4cccc(c34)C2=O)CC1	6
COc1ccc(C)cc1NC(=O)C(C)Oc1ccc(Cl)cc1C (stereo unspecified)	-5
Cc1ccc(OCC(=O)Nc2cccc3nsnc23)c(C)c1	-10
COc1ccccc1OCc1cc(C(=O)O)oc1C	-10
Cc1cc(Br)ccc1N1C(=O)/C(=C/c2ccc(N(C)C)cc2)C(=O)NC1=S	69*

2 records picked at random from those above:
SMILES	DUSP3 inh
CCOC(=O)c1c(C)[nH]c(=S)c(C#N)c1-c1ccccc1	-3
CCCCc1c(C)nc(N/N=C/c2ccc(OC)cc2OC)[nH]c1=O	-25

2 of these compounds in another layout.
mol | DUSP3 inh
Cc1nc2ccccc2c2nc3ccccc3n12 | -4
COc1ccccc1OCc1cc(C(=O)O)oc1C | -10

More compounds follow.
SMILES	DUSP3 inh
CC(C)(C)N=CC(C=NC(C)(C)C)[N+](=O)[O-] (stereo unspecified)	-21
CN1C(=O)/C(=C\c2cccc(OCc3ccc(Cl)cc3Cl)c2)SC1=S	5
CCN(CC)CCCCOc1c(OC)cccc1OC	-2
O=C1NC(=O)N(c2cccc(F)c2)C(=O)/C1=C/c1ccc(Sc2ccccc2)o1	17
N#CC(C#N)=C1C(=O)Nc2ccc(Br)cc21	1
Cc1ccc(C)c(NC(=O)/C=C\C(=O)O)c1	1
COc1ccc(CNC(=O)CSc2nc3ccccc3[nH]2)cc1	-18
O=C(c1ccc(F)cc1)c1ccc2c(c1)CCCO2	-5
COC(=O)C(NC(C)=O)C12CC3CC(CC(C3)C1)C2 (stereo unspecified)	0
Cc1ccc(NC(=O)/C(=C\c2ccccc2)NC(=O)c2ccccc2I)cc1	-1
O=C1CSC(=O)N1CNc1ccccc1Cl	-13
CCOc1ccc(NC(=S)NC(=O)c2cccs2)c([N+](=O)[O-])c1	-25
Cn1c(-c2cc3ccc(O)c(CN4CCOCC4)c3oc2=O)nc2ccccc21	0
COC(=O)c1c(C)oc2cc(Br)c(OC)cc12	-3
O=C1OC(/C=C/c2ccccc2)=NC/1=C/c1cccc([N+](=O)[O-])c1	8
C#CCOc1c(Br)cc(/C=C2\C(=O)NC(=O)N(c3cc(C)cc(C)c3)C2=O)cc1OC	18
Cc1ccc(S(=O)(=O)N(C)CCCC(=O)Nc2ccc(F)cc2)cc1	-15
C(=C\c1ccccc1)/CSc1nnc(-c2ccncc2)n1-c1ccccc1	2
C=CCc1cccc2cc(C(=O)Nc3ccc(CC)cc3)c(=O)oc12	-18
CCOC(=O)C(=CNc1ccc(C(=O)OC)cc1)C(=O)OCC	-13
COc1ccc(N(CC(=O)Nc2ccc(C(C)C)cc2)S(C)(=O)=O)cc1Cl	7
CS(=O)(=O)N(Cc1ccc(Cl)cc1)c1ccc(C(=O)Nc2cccc(C(F)(F)F)c2)cc1	-32
Clc1ccccc1OCCCCCN1CCCC1	-6
Cc1ccc(C(=O)COc2cc(OCC(=O)c3ccc(C)cc3)c3c(C)cc(=O)oc3c2)cc1	-8
CN(C)S(=O)(=O)c1ccc2c(c1)C(=C(C#N)C#N)c1cc(S(=O)(=O)N(C)C)ccc1-2	-10
CC(C)(C)CC(C)(C)NC(=O)c1ccc2nccnc2c1	-20
CCOCCOC(=O)c1cccc(NC(=O)Cc2ccccc2)c1	-9
COc1ccc(CCNCc2ccc(Cl)cc2)cc1	-1
COC(=O)c1c(N)sc(C)c1-c1ccc(C)c(C)c1	23
COc1ccc(CCN2C(=O)CSC2c2ccc(Cl)cc2)cc1OC (stereo unspecified)	5
O=C(N/N=C/c1ccncc1)c1cc(-c2ccc3ccccc3c2)n[nH]1	9
Cc1ccc(OCC(=O)NCc2ccc(F)cc2)cc1	-6
O=C(Nc1ccc(-c2nc3ncccc3o2)cc1)c1ccc(Br)o1	-19
Cc1ccc(-c2ccc(OCC(=O)Nc3cc(Cl)ccc3C)cc2)cc1	2
O=C(CN(c1ccc(Br)cc1)S(=O)(=O)c1ccccc1)NCCSc1nc2ccccc2s1	7
O=[N+]([O-])c1cccc(S(=O)(=O)NNc2ccccc2)c1	-21
Cc1nn(C)c(C)c1NC(=O)c1ccc(-c2ccccc2)cc1	-16
O=C(CCN1C(=O)c2ccccc2C1=O)Nc1ccccc1C(=O)N1CCOCC1	-14
Cc1sc(NC(=O)c2cc(-c3cccs3)nc3ccccc23)c(C(N)=O)c1C	88*
Cc1cc2nc(-c3cc(NC(=O)c4cc5ccccc5o4)ccc3O)oc2cc1C	8

Molecules shown so far that have a COOH group:
SMILES	DUSP3 inh
Cc1cc(Br)ccc1N1C(=O)c2ccc(S(=O)(=O)c3ccc(C(=O)O)cc3)cc2C1=O	10
COc1ccccc1OCc1cc(C(=O)O)oc1C	-10
Cc1ccc(C)c(NC(=O)/C=C\C(=O)O)c1	1

(more compounds)
SMILES	DUSP3 inh
Cc1cccc(C2(c3cccc(C)c3)CC2C(=O)Nc2ccccc2F)c1 (stereo unspecified)	-6
C/C=N/Nc1nnc2c(n1)[nH]c1ccccc12	-20
Clc1cccc(CN2CCN(C3CCN(Cc4ccccc4)CC3)CC2)c1	-6
NC(=O)c1ccc(C(=O)c2ccc(N)cc2)cc1N	-12
COc1ccc(C(NC(=O)c2ccccc2F)c2ccc(OC)c(OC)c2)cc1OC	-3
COc1ccccc1OCCNC(=O)C(c1ccccc1)c1ccccc1	-5
COc1cc(N=Cc2c(O)n(C)c(=O)n(C)c2=O)cc(OC)c1OC	-1
CCOC(=O)C1=C(C)NC(=S)NC1c1cn(-c2ccccc2)nc1-c1ccccc1 (stereo unspecified)	-32
C=CCN(CC=C)C(=O)c1cc(-c2ccc(C)s2)nc2ccccc12	-24
COc1ccc(N2C(=O)NC(=O)/C(=C/c3cc4c(cc3Cl)OCO4)C2=O)cc1	12
O=C(CCNc1ccc2ccccc2c1)c1ccc([N+](=O)[O-])cc1	4
COc1ccc2c(c1)c(/C=C/c1nc3ccccc3c(=O)n1-c1cccc([N+](=O)[O-])c1)c(C)n2C	25
O=C(CSc1nc2ccccc2s1)c1ccc(-c2ccccc2)cc1	-37
CCCc1ccc(OCCNC(=O)c2ccc(C)cc2)cc1	-1
COc1ccc(C(=O)Nc2ccc(NC(=O)c3ccco3)c(C)c2)cc1OC	-11
O=C(Nc1cccnc1)c1ccc(-c2ccc(Br)cc2)o1	-3
Cc1cc(OCC(=O)NCC(C)C)ccc1Br	-19
O=C(Nc1ccc(NC(=O)c2ccccc2Br)cc1)c1ccccc1Br	-25
O=[N+]([O-])c1cc2c(cc1CC1CC1(Cl)Cl)OCCO2 (stereo unspecified)	-5
CC1=NNC(=O)C1CC(=O)N/N=C/c1c(O)ccc2ccccc12 (stereo unspecified)	7
O=C(N/N=C/c1ccc(/C=N/NC(=O)c2cccc(Cl)c2)cc1)c1cccc(Cl)c1	-19
O=C(O)CN(c1ccc(Br)cc1)S(=O)(=O)c1ccccc1	-2
COc1ccc(/C=C/C(=O)NCC2COc3ccccc3O2)cc1OC (stereo unspecified)	7
Cc1[nH]c2ccccc2c1/C=N/Nc1ccc([N+](=O)[O-])cc1	7
CCOC(=O)C1=C(C)N=c2s/c(=C/c3ccc(I)o3)c(=O)n2C1c1ccccc1OC (stereo unspecified)	-8
CCCCOc1ccc(N/C(N)=N/c2nc(C(F)(F)F)cc(=O)[nH]2)cc1	-4
O=C(Cn1c[n+]([N-][N+](=O)[O-])cn1)Nc1ccc([N+](=O)[O-])cc1	14
COc1ccc([N+](=O)[O-])cc1N1C(=O)C2C3c4ccccc4C(C(C)=O)(c4ccccc43)C2C1=O (stereo unspecified)	-13
COc1ccc(NC(=O)/C=C/c2ccc(C)o2)cc1	63
CCc1c(C)c2ccc(OCC(=O)c3ccccc3)cc2oc1=O	-23
CS(=O)(=O)N(CC(=O)N1CCCC1)c1cccc(C(F)(F)F)c1	3
O=C(N/N=C/c1cccs1)C1CC(=O)N(c2ccc(Cl)cc2)C1 (stereo unspecified)	-6
O=C(/C=C/c1cn(-c2ccccc2)nc1-c1ccccc1)c1cccs1	-18
COC(=O)c1cc(=O)[nH]c(Nc2nc3ccccc3o2)n1	-7
CC1=C(C#N)c2nc(N)c(C#N)c(C)c2/C1=C/c1ccc(-c2ccccc2[N+](=O)[O-])o1	8
Cc1ccc(Nc2cc(=O)n(C)c(=O)[nH]2)cc1C	16
CCOC(=O)c1ccccc1NC(=O)CN(c1ccc(F)cc1)S(=O)(=O)c1ccccc1	-13
COc1cc(NC(=O)CCc2ccccc2)cc(OC)c1	-4
COc1ccc(C(=O)Nc2sc3c(c2C#N)CCCCC3)cc1	-57
O=[N+]([O-])N(CCCCN(CN1CCOCC1)[N+](=O)[O-])CN1CCOCC1	-6
Cc1cccc(N=Cc2ccc(OC3CSC3)cc2)c1	-21
CC(C)(c1cc(Cl)cc(Cl)c1)N1C(=O)C2=C(CCCC2)C1=O	-4
O=C(NN1C(=O)/C(=C/c2ccc(O)cc2)SC1=S)c1ccccc1O	-53
O=C(O)c1ccc(NC(=O)c2ccc3c(c2)C(=O)N(c2ccc(C(=O)O)cc2)C3=O)cc1	10
CC(c1ccccc1)N1C(=O)C(=Cc2c(NCC3CCCO3)nc3ccccn3c2=O)SC1=S (stereo unspecified)	-21
Cc1ccc2nc(N/N=C\c3ccc([N+](=O)[O-])o3)nc(-c3ccccc3)c2c1	-11
O=C(NCCO)/C(=C/c1ccc(Br)cc1)NC(=O)c1cccs1	-8
CCOC(=O)c1nc2ccccc2[nH]c1=O	52
CCc1ccc(OCC(=O)Nc2ccc(F)cc2)cc1	-21
COc1ccc(C(=O)O/N=C2/C(=O)N(C)c3ccccc32)cc1[N+](=O)[O-]	-21

Brought forward from above: 4 entries, followed by the next part.
SMILES	DUSP3 inh
O=C(NCCO)/C(=C/c1ccc(Br)cc1)NC(=O)c1cccs1	-8
CCOC(=O)c1nc2ccccc2[nH]c1=O	52
CCc1ccc(OCC(=O)Nc2ccc(F)cc2)cc1	-21
COc1ccc(C(=O)O/N=C2/C(=O)N(C)c3ccccc32)cc1[N+](=O)[O-]	-21
c1ccc(Cn2ncc3c(N4CCN(c5ccccn5)CC4)ncnc32)cc1	-32
Cc1ccc(C(=O)O/N=C(\N)c2cccnc2)cc1[N+](=O)[O-]	0
O=C1c2ccc(S(=O)(=O)c3ccc4c(c3)C(=O)N(c3nccs3)C4=O)cc2C(=O)N1c1nccs1	-5
COc1cc(C2N(Cc3ccccc3)CCN2Cc2ccccc2)ccc1O	6
Cc1ccc2nc(NC(=O)CCc3ccccc3)sc2c1	67
CC1(C)CC(=O)C=C(NCCN2CCN(C(=S)Nc3ccccc3)CC2)C1	7
COC(=O)CN(c1cccc(Br)c1)S(C)(=O)=O	-2
CCOC(=O)CNc1cccc(NCC(=O)OCC)c1	14
O=C(O)c1ccc(-c2cc([N+](=O)[O-])ccc2F)o1	-6
C=COCCNC(=O)C(=O)Nc1ccc(OC)cc1	4
O=C(O)c1ccc(NC(=O)c2ccc3c(c2)C(=O)N(c2ccc([N+](=O)[O-])cc2)C3=O)cc1	-8
CC(=O)Nc1ccc2nc(-c3ccc4nc(NC(C)=O)sc4c3)[nH]c2c1	3
CCOc1ccc(C(=O)Nc2ccc(N3CCOCC3)cc2)cc1Cl	-1
Cc1ccc(S(=O)(=O)/N=C2\C=C(n3cnc4ccccc43)C(=O)c3ccccc32)cc1	18
COc1ccc(/C=N/n2cc(-c3ccc(Cl)cc3)nc2N)cc1	3
COc1ccc(OCC2CNC(=O)O2)cc1 (stereo unspecified)	-3
COc1cc(OC)c(OC)cc1/C=N/NC(=O)c1cc(C)[nH]n1	-8
